From PubChem
TLR9-MyD88 block: inhibitors of human TLR9-MyD88 binding | actives 0.21% (n = 340,000) | inhibition, % at 4.98 µM | AID 504734 | Q9NR96+Q99836 | CHO BLA complementation TLR9-MyD88, CCF4 FRET ratio;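 active = inhibition above the mean over all tested compounds plus 3 SD, cut at about 21% in these data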;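 also: 0% = DMSO only wells and 100% = clavulanate BLA inhibitor control wells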
EBV LMP1 NFkB: inhibitors of Epstein-Barr LMP1-induced NF-kappaB reporter | LMP1-induced NF-kappaB luciferase reporter cells, luminescence | inhibition, % at 12.5 µM | actives 0.69% (n = 350,000); in the data active = inhibition above about 41%; inconclusive = no clear call, values can overlap the other calls;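 also: 0% = neutral control wells and 100% = reference inhibitor control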
NR2F2 inh: NR2F2 (human) inhibition, primary screen | P24468 | HEK293T NGFI-A luciferase reporter, luminescence | inhibition, % at 8.6 µM | actives 0.7% (n = 370,000) | AID 686940;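 active = inhibition above a per-plate cutoff, mean inhibition of test wells between control levels plus 3 SD, cut at about 38% in these data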;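 also: cells cotransfected with COUP-TFII expression vector driving the NGFI-A reporter; 0% = median of COUP-TF2 test wells and 100% = reporter-only cells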
Target sequence (P24468 whole entry, looked up): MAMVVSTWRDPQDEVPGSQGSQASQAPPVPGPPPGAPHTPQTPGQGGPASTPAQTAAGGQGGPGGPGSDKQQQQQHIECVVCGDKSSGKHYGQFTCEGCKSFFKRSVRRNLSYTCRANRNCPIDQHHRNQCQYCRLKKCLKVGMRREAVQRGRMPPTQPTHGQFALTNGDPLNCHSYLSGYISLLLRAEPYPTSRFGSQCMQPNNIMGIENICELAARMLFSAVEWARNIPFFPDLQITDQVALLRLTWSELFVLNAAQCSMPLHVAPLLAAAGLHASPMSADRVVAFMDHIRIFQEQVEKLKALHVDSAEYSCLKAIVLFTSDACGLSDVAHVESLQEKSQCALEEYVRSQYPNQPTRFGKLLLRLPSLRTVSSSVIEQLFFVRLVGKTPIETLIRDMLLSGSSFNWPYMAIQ
NOD2-RIPK2 inh: NOD2-RIPK2 protein interaction inhibition. inhibition, % at 4.98 µM. O43353. CHO BLA complementation NOD2-RIPK2, CCF4 ratio. actives 0.38% (n = 360,000); in the data active = inhibition above about 21%;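 also: 0% = vehicle only and 100% = reference blocker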
Target sequence (O43353 whole entry, looked up): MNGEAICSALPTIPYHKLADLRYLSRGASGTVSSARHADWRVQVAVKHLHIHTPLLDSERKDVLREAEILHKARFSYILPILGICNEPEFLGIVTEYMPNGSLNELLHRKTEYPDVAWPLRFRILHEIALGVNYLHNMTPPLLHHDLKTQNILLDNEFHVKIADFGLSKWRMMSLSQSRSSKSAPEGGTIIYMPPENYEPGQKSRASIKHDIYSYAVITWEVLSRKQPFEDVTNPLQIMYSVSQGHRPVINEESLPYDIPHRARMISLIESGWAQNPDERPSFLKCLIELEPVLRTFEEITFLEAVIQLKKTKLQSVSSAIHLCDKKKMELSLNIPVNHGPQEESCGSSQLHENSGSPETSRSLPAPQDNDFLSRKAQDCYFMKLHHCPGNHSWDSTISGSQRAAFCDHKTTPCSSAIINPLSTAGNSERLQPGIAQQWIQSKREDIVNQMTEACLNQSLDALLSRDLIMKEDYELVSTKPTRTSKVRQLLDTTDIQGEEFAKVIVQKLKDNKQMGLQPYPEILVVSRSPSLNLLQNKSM
Vif imaging: inhibitors of HIV Vif; HEK293T cells, Vif self-association by quenched fluorescence, imaging, 24 h; inhibition, % at 7.49 µM; actives 0.35% (n = 340,000); AID 602346; in the data active = inhibition above about 50%, passing the limit was not always enough; inconclusive = no clear call, values can overlap the other calls; inactive = below about 31%; also: some results filed as inactive read as strong as hits
NCOA1 inh: inhibits human SRC1 coactivator; AID 588354; Q15788; HEK293 GAL4-SRC1 luciferase reporter, luminescence; inhibition, % at 3.6 µM; actives 0.12% (n = 360,000);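 active = inhibition above the campaign mean plus 3 SD, with each screening campaign given its own cutoff, cut at about 60% in these data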;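 also: 0% = DMSO treated cells and 100% = gossypol at 36 µM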
NCOA3 inh: inhibits human SRC3 coactivator | inhibition, % at 3.6 µM | Q9Y6Q9 | AID 588352 | HEK293 GAL4-SRC3 luciferase reporter, luminescence | actives 0.17% (n = 360,000);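 active = inhibition above a per-campaign cutoff, the mean of all compounds plus 3 SD, cut at about 60% in these data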;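 also: 0% = DMSO-treated cells and 100% = gossypol-treated cells at 36 µM; higher means less SRC3-driven luciferase light from the GAL4 reporter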
LRH-1 inv ag: NR5A2 inverse agonism in reporter assay. HEK293T StAR-luciferase reporter, LRH-1 transfected, 24 h. actives 0.13% (n = 360,000). inhibition, % at 3.6 µM;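 active = inhibition above the mean inhibition of all tested compounds plus 3 SD, cut at about 73% in these data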;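 also: 0% = DMSO wells and 100% = reporter-only cells lacking LRH-1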
C8 TRAIL sens: caspase-8 TRAIL sensitization. NB7+C8 cells + TRAIL, ATPlite viability luminescence. actives 1% (n = 360,000). inhibition (viability loss, TRAIL sensitization), % at 10 µM. AID 624354;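 active = compounds causing at least 50% loss of cell viability in the single-dose screen, relative to plate controls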
TROY NFkB inh: TROY signaling inhibition. actives 0.98% (n = 360,000). inhibition, % at 10 µM. Q293 LMP1-TROYcd NF-kB luciferase reporter, 4 h. AID 1347056;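 active = compounds whose plate-normalised and pattern-corrected inhibition of the luciferase reporter signal at the single screening dose is 50% or more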
NCOA2 inhibitor: human SRC2 (NCOA2) inhibition; actives 0.17% (n = 370,000); AID 651957; Q15596; inhibition, % at 9 µM; HEK293 GAL4-SRC2 luciferase reporter, luminescence;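 active = inhibition above the mean inhibition of all tested compounds plus 3 SD, set per campaign, cut at about 52% in these data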;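 also: 0% = DMSO treated cells and 100% = cells given Gossypol at 36 µM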
An asterisk follows results filed as active. The list is partial. The share of hits here may be higher or lower than overall.

O=C(c1ccccc1)N1CCN(C(=O)c2ccc(OC(F)(F)F)cc2)CC1 was read as TLR9-MyD88 block -1, EBV LMP1 NFkB 0, NR2F2 inh 7, NOD2-RIPK2 inh 5, Vif imaging 4, NCOA1 inh 0, NCOA3 inh -1, LRH-1 inv ag 17, C8 TRAIL sens 9, TROY NFkB inh -14 and NCOA2 inhibitor -25.
`Cc1ccc(S(=O)(=O)N(CCc2ccccc2)c2ccc3c(c2)C2CC3CCN2C(=O)OCc2ccccc2)cc1` (centres undefined) gave TLR9-MyD88 block 5, EBV LMP1 NFkB -4, NR2F2 inh -13, NOD2-RIPK2 inh -10, Vif imaging -4, NCOA1 inh 3, NCOA3 inh -4, LRH-1 inv ag 6, C8 TRAIL sens 18, TROY NFkB inh 10 and NCOA2 inhibitor -13.
C=CCOc1ccc(C2C(C(=O)c3ccco3)=C(O)C(=O)N2c2nnc(C)s2)cc1 (centres undefined) was read as TLR9-MyD88 block -12, EBV LMP1 NFkB 4, NR2F2 inh -14, NOD2-RIPK2 inh 5, Vif imaging -1, NCOA1 inh -34, NCOA3 inh -39, LRH-1 inv ag -51, C8 TRAIL sens -4, TROY NFkB inh -4 and NCOA2 inhibitor -22.
Cc1ccc(S(=O)(=O)Nc2cc(=O)[nH]c(SCc3ccccc3Cl)n2)cc1 was read as TLR9-MyD88 block 9, EBV LMP1 NFkB -56, NR2F2 inh 6, NOD2-RIPK2 inh 0, Vif imaging 5, NCOA1 inh 6, NCOA3 inh -1, LRH-1 inv ag -4, C8 TRAIL sens 3, TROY NFkB inh 17 and NCOA2 inhibitor 15.
CN1C[C@H]2CON(C)[C@H]2C[C@H]1c1cccc(-c2ccc(C#N)cc2)c1 was read as TLR9-MyD88 block 0, EBV LMP1 NFkB 1, NR2F2 inh 4, NOD2-RIPK2 inh -11, NCOA1 inh -8, NCOA3 inh -13, LRH-1 inv ag 1, C8 TRAIL sens -8, TROY NFkB inh 3 and NCOA2 inhibitor 7.
Screening CC(=O)N(CN1C(=O)C2C3C=CC(C3)C2C1=O)c1cccc(Cl)c1 (centres undefined) returned TLR9-MyD88 block -10, EBV LMP1 NFkB -2, NR2F2 inh 1, NOD2-RIPK2 inh -1, Vif imaging -9, NCOA1 inh -2, NCOA3 inh 16, LRH-1 inv ag 8, C8 TRAIL sens -1, TROY NFkB inh 4 and NCOA2 inhibitor 1.
O=C(NCCCNCCCNC(=O)c1ccc(/C=N/O)nc1)c1ccc(/C=N/O)nc1 was read as TLR9-MyD88 block -5, EBV LMP1 NFkB -6, NR2F2 inh -8, NOD2-RIPK2 inh -6, Vif imaging 7, NCOA1 inh -24, NCOA3 inh 17, LRH-1 inv ag 17, C8 TRAIL sens -1, TROY NFkB inh -5 and NCOA2 inhibitor -11.
For Cc1oc2c(c(C)cc3oc(=O)c(CC(=O)N[C@H](C(=O)O)C(C)C)c(C)c32)c1C the results were TLR9-MyD88 block 3, EBV LMP1 NFkB 16, NR2F2 inh -15, NOD2-RIPK2 inh -3, Vif imaging 7, NCOA1 inh -19, NCOA3 inh 3, LRH-1 inv ag 0, C8 TRAIL sens 15, TROY NFkB inh 1 and NCOA2 inhibitor 0.
O=C(Nc1ccc(Oc2ccccc2)nc1)C1CCN(Cc2ccccc2)CC1 was read as TLR9-MyD88 block -22, EBV LMP1 NFkB 11, NR2F2 inh 18, NOD2-RIPK2 inh -10, Vif imaging -4, NCOA1 inh 8, NCOA3 inh 6, LRH-1 inv ag 6, C8 TRAIL sens 1, TROY NFkB inh 14 and NCOA2 inhibitor 14.
CCOc1ccccc1N(C(C)=O)S(=O)(=O)c1ccc(Cl)cc1 was read as TLR9-MyD88 block 12, EBV LMP1 NFkB 2, NR2F2 inh -1, NOD2-RIPK2 inh -1, Vif imaging 0, NCOA1 inh -16, NCOA3 inh 12, LRH-1 inv ag 12, C8 TRAIL sens -7, TROY NFkB inh 13 and NCOA2 inhibitor 12.
CCc1ccc(CN(C)Cc2nc(Cc3cccc(C(F)(F)F)c3)no2)nc1 was read as TLR9-MyD88 block 4, EBV LMP1 NFkB -10, NR2F2 inh 4, NOD2-RIPK2 inh -6, Vif imaging -6, NCOA1 inh -11, NCOA3 inh 14, LRH-1 inv ag 2, C8 TRAIL sens -1, TROY NFkB inh -1 and NCOA2 inhibitor 11.
COc1ccc(CC(=O)NCCC2=CCCCC2)cc1 was read as TLR9-MyD88 block -8, EBV LMP1 NFkB -5, NR2F2 inh 4, NOD2-RIPK2 inh -6, Vif imaging 8, NCOA1 inh 11, NCOA3 inh -21, LRH-1 inv ag -21, C8 TRAIL sens 4, TROY NFkB inh -7 and NCOA2 inhibitor -20.
Screening CC(C)CN(C(=O)COC(=O)c1cccnc1Cl)c1c(N)n(Cc2ccccc2)c(=O)[nH]c1=O returned TLR9-MyD88 block 4, EBV LMP1 NFkB -24, NR2F2 inh -11, NOD2-RIPK2 inh -1, Vif imaging -2, NCOA1 inh -6, NCOA3 inh 19, LRH-1 inv ag 16, C8 TRAIL sens -2, TROY NFkB inh -4 and NCOA2 inhibitor -11.
For CCOC(=O)Cn1c(C)c(Br)c(COC)c(C#N)c1=O the results were TLR9-MyD88 block -3, EBV LMP1 NFkB -4, NR2F2 inh 0, NOD2-RIPK2 inh -6, Vif imaging 8, NCOA1 inh -5, NCOA3 inh -10, LRH-1 inv ag 1, C8 TRAIL sens 12, TROY NFkB inh -14 and NCOA2 inhibitor 9.
Screening CCC1CCCCN1C(=O)CSc1nc(C)cc(C)n1 (centres undefined) returned TLR9-MyD88 block -7, EBV LMP1 NFkB 1, NR2F2 inh -2, NOD2-RIPK2 inh -9, Vif imaging -3, NCOA1 inh 15, NCOA3 inh 18, LRH-1 inv ag -5, C8 TRAIL sens -5, TROY NFkB inh 5 and NCOA2 inhibitor -19.
For COc1ccc(CCNS(=O)(=O)c2ccc3oc(C(=O)O)c(C)c3c2)cc1OC the results were TLR9-MyD88 block 10, EBV LMP1 NFkB -7, NR2F2 inh -3, NOD2-RIPK2 inh 5, Vif imaging inconclusive, NCOA1 inh -3, NCOA3 inh 13, LRH-1 inv ag 5, C8 TRAIL sens 5, TROY NFkB inh 7 and NCOA2 inhibitor -12.
`O=C(O)C1=C[C@H](c2cccs2)C[C@H](OCc2ccc(CO)cc2)O1` gave TLR9-MyD88 block -10, EBV LMP1 NFkB -2, NR2F2 inh 10, NOD2-RIPK2 inh -6, Vif imaging 5, NCOA1 inh -24, NCOA3 inh 4, LRH-1 inv ag 2, C8 TRAIL sens -5, TROY NFkB inh 20 and NCOA2 inhibitor -8.
For CC(C)(C)c1nc(Sc2ccc([N+](=O)[O-])cn2)n[nH]1 the results were TLR9-MyD88 block 4, EBV LMP1 NFkB -3, NR2F2 inh -2, NOD2-RIPK2 inh 5, Vif imaging 6, NCOA1 inh 19, NCOA3 inh 12, LRH-1 inv ag 19, C8 TRAIL sens -9, TROY NFkB inh 2 and NCOA2 inhibitor -13.
COc1ccc(C2N(c3cccc(Cl)c3)C(=O)C3CCCN32)cc1 (centres undefined) was read as TLR9-MyD88 block -4, EBV LMP1 NFkB 0, NR2F2 inh 11, NOD2-RIPK2 inh -6, Vif imaging -6, NCOA1 inh -22, NCOA3 inh -6, LRH-1 inv ag -5, C8 TRAIL sens 0, TROY NFkB inh -9 and NCOA2 inhibitor -23.
`CC(C)c1ccc(C2CC(=O)N3CN(Cc4ccco4)CSC3=C2C#N)cc1` (centres undefined) gave TLR9-MyD88 block -3, EBV LMP1 NFkB 1, NR2F2 inh 8, NOD2-RIPK2 inh 6, Vif imaging -17, NCOA1 inh -14, NCOA3 inh -5, LRH-1 inv ag 17, C8 TRAIL sens -9, TROY NFkB inh -8 and NCOA2 inhibitor 10.
For CCOC(=O)C1CCN(c2ncnc3c(C)csc23)CC1 the results were TLR9-MyD88 block 3, EBV LMP1 NFkB 5, NR2F2 inh -19, NOD2-RIPK2 inh 0, Vif imaging -2, NCOA1 inh -28, NCOA3 inh -8, LRH-1 inv ag -55, C8 TRAIL sens 15, TROY NFkB inh -24 and NCOA2 inhibitor 9.
`CCOC(=O)/C(=N\Nc1ccc(Br)cc1)N1CC(C)OC(C)C1` (centres undefined) gave TLR9-MyD88 block -5, EBV LMP1 NFkB -6, NOD2-RIPK2 inh 5, Vif imaging -1, NCOA1 inh 14, NCOA3 inh 10, LRH-1 inv ag -2, C8 TRAIL sens 11 and TROY NFkB inh 5.
For COc1ccc(S(=O)(=O)N2CCN(Cc3ccccc3)CC2)c(C)c1 the results were TLR9-MyD88 block -1, EBV LMP1 NFkB 8, NR2F2 inh 25, NOD2-RIPK2 inh 7, Vif imaging 7, NCOA1 inh -24, NCOA3 inh 3, LRH-1 inv ag 0, C8 TRAIL sens -18, TROY NFkB inh -4 and NCOA2 inhibitor -19.
CC1(c2ccccc2)NC(=O)N(CC(=O)N2CC(=O)Nc3ccccc32)C1=O (centres undefined) was read as TLR9-MyD88 block 6, EBV LMP1 NFkB 5, NR2F2 inh 10, NOD2-RIPK2 inh -4, Vif imaging 1, NCOA1 inh 7, NCOA3 inh -9, LRH-1 inv ag 1, C8 TRAIL sens -7, TROY NFkB inh 18 and NCOA2 inhibitor -11.
Cc1cc(Cl)ccc1OC(C)C(=O)Nc1ccc([N+](=O)[O-])cn1 (centres undefined) was read as TLR9-MyD88 block 6, EBV LMP1 NFkB 2, NR2F2 inh 6, NOD2-RIPK2 inh -14, Vif imaging 1, NCOA1 inh 9, NCOA3 inh 11, LRH-1 inv ag -7, C8 TRAIL sens 0, TROY NFkB inh -2 and NCOA2 inhibitor 8.
`CC(C)Cn1c(CN2CCN(C(=O)c3ccco3)CC2)nc2c1c(=O)n(C)c(=O)n2C` gave TLR9-MyD88 block -8, EBV LMP1 NFkB -3, NR2F2 inh -4, NOD2-RIPK2 inh 0, Vif imaging -7, NCOA1 inh -42, NCOA3 inh 5, LRH-1 inv ag 15, C8 TRAIL sens 9, TROY NFkB inh 13 and NCOA2 inhibitor -47.
`Cc1ccc(C(=O)Nc2c(-c3cccs3)c(=O)c3ccccc3n2C)cc1` gave TLR9-MyD88 block 3, EBV LMP1 NFkB 13, NR2F2 inh 25, NOD2-RIPK2 inh 3, Vif imaging -1, NCOA1 inh 21, NCOA3 inh 27, LRH-1 inv ag 4, C8 TRAIL sens -4, TROY NFkB inh -11 and NCOA2 inhibitor -14.
`COc1ccc(N(C(=O)COc2ccc(F)cc2)S(=O)(=O)c2ccc(C)cc2)cc1` gave TLR9-MyD88 block -12, EBV LMP1 NFkB 4, NR2F2 inh 0, NOD2-RIPK2 inh 3, Vif imaging -6, NCOA1 inh -13, NCOA3 inh 9, LRH-1 inv ag -5, C8 TRAIL sens -1, TROY NFkB inh 17 and NCOA2 inhibitor -8.
`O=C(c1nc2ccc(Cl)cn2c1CN1CCCC(CO)C1)N1CCc2ccccc2C1` (centres undefined) gave TLR9-MyD88 block 3, EBV LMP1 NFkB -12, NR2F2 inh -3, NOD2-RIPK2 inh 6, Vif imaging -5, NCOA1 inh 10, NCOA3 inh -1, LRH-1 inv ag -13, C8 TRAIL sens 12, TROY NFkB inh -3 and NCOA2 inhibitor -14.
CCOc1cc(N2CCOCC2)c(OCC)cc1NC(=O)c1nn(CC)c(=O)c2ccccc12 was read as TLR9-MyD88 block -4, EBV LMP1 NFkB -6, NR2F2 inh -4, NOD2-RIPK2 inh 1, Vif imaging -7, NCOA1 inh 2, NCOA3 inh -2, LRH-1 inv ag 11, C8 TRAIL sens 47, TROY NFkB inh -7 and NCOA2 inhibitor -2.
